DT40 TDP1 no CPT – qHTS for Inhibitors of human tyrosyl-DNA phosphodiesterase 1 (TDP1): qHTS in cells in absence of CPT; DT40 Tdp1-/- hTDP1 cells, no CPT, ATP luminescence, 48 h; Potency, µM (highest dose often 46.2 µM), without a hit: top-dose activity change, negative = growth inhibition, actives largely listed as inhibitors; hit rate 15% among 420,000; AID 686978, 2013; further: nearly all actives have a fitted effect of over 55% in size
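Readout: luminescence from CellTiter-Glo after 30 min in the dark at RT. Cells: DT40 Tdp1-/- with stable hTDP1, 400/well. Exposure: compounds alone, ≥48 hr, 37 °C.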
TDP1 cell CPT – DT40-hTDP1 cell growth loss with CPT; chicken DT40 Tdp1-/-;hTDP1 cells + 20 nM CPT, ATP luminescence, 48 h; hit rate 12% among 420,000; Potency, µM (series often up to 46.2 µM), inactives show at the top dose activity change, negative = growth inhibition, most hits filed as inhibitors; further: nearly all actives have a fitted effect of over 55% in size
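Chicken DT40 Tdp1-/- cells complemented with human TDP1, 400 cells/well, exposed to compounds plus 20 nM camptothecin for at least 48 h at 37 C; viability read as ATP content by CellTiter-Glo luminescence.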
KAT2A inh – GCN5L2 (KAT2A) acetyltransferase inhibition. Potency, µM (top dose mostly 58.9 µM), without a hit: at the top dose activity change, negative = inhibition, most hits filed as inhibitors. GCN5L2 HAT assay, ThioGlo1 CoA-SH fluorescence. hit rate 0.21% among 390,000. Q92830
Target sequence (Q92830 whole entry, looked up): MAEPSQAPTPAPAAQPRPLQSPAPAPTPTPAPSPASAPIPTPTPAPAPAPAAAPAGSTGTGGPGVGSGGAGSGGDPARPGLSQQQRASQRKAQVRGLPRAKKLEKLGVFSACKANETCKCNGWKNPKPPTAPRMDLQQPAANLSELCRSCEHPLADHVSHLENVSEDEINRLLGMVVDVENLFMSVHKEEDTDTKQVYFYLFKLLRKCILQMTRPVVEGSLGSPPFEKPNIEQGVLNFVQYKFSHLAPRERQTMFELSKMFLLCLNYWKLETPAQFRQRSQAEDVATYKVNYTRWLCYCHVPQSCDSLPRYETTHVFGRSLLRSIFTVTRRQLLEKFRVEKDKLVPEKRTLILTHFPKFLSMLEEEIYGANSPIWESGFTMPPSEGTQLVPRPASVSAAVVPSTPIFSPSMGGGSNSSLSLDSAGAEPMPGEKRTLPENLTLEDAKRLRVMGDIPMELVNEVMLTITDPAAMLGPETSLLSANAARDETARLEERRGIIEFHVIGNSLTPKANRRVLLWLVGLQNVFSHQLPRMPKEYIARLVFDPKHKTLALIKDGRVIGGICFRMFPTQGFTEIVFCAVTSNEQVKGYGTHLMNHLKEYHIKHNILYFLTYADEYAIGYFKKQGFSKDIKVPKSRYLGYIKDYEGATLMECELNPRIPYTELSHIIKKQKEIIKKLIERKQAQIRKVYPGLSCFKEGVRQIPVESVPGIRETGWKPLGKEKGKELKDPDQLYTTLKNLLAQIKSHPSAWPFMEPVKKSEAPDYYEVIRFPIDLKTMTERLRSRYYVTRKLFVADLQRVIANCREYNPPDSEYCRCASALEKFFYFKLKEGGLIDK
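qHTS, 1536-well. 20nM enzyme, pH 7.5 HEPES/EDTA/Tween-20 buffer; 15 min compound preinc., RT. Start: 75uM H3(1-25), 70uM AcCoA, 50uM ThioGlo1. Read Ex340/Em540 at t=0 (autofluorescence flag) and t=20 min.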
An asterisk follows results filed as active; ? = inconclusive; nt = no result given; [ ] = remark or other dose. The call rests on the fitted dose curve; in most records, active means well fitted curve in the direction sought with a large enough effect; inconclusive means small, poorly fitted or top-dose-only effect, or another doubt; inactive means no such curve, though single readings can be large; an effect the other way counts as inactive or inconclusive. On the % scale 0 is the no-effect control and ±100 the full control effect; potency means the concentration at half of the fitted maximal effect.

SMILES,DT40 TDP1 no CPT,TDP1 cell CPT,KAT2A inh
COCCNC(=O)C1CCCN(C(=O)c2sccc2C)CC1 (stereo not given),-4%,0%,nt
O=C(NCc1cccc(Cl)c1)C1Cc2c(-c3ccccc3Oc3ccccc3)ccnc2O1 (stereo not given),?,23µM*,nt
O=C(Nc1ccccc1)O/N=C1/CCCc2occc21,-6%,12%,2%
CCc1ccc2nc(NC(=O)Cn3cnc4ccccc4c3=O)sc2c1,?,?,-7%
CC(=O)NC1(C(F)(F)F)C(=O)Nc2c1c(=O)[nH]c(=O)n2-c1ccccc1 (stereo not given),-2%,-4%,-9%
Cc1cc(C(F)(F)F)nc(NCc2ccc(F)cc2)n1,-18%,?,-10%
Cc1ccccc1-n1c(SCC(=O)N2CCOCC2)nc(O)cc1=O,-3%,-5%,-2%
Cc1ccc(NC(=O)CN(C)Cc2ccc(F)cc2)c([N+](=O)[O-])c1,?,-19%,-5%
Nc1cc(C(=O)N/N=C/c2cccc([N+](=O)[O-])c2)n[nH]c1=O,-3%,-11%,-18%
COc1ccc(CC(=S)N2CCOCC2)cc1,18µM*,?,3%
CCCCN(C)CCCN1C(=O)C2C(C(=O)Nc3cccc(OC)c3)C3C=CC2(O3)C1C(=O)NC1CCCCC1C (stereo not given),-11%,-11%,-12%
O=c1onc(-c2cccs2)n1Cc1ccccc1,5%,-8%,?
Cc1ccccc1CN1C(=O)CSCC1(C)C(=O)Nc1ccc2c(c1)OCCO2 (stereo not given),?,?,nt
C=CCC(C(=O)Oc1c(C(C)(C)C)cc(C)cc1C(C)(C)C)c1ccccc1 (stereo not given),?,-27%,1%
CN(Cc1ccccc1)C(=O)COC(=O)c1ccc(=O)n(Cc2ccccc2)n1,16%,15%,-5%
COCCN(Cc1ccccc1)C(=O)C1CCN(S(=O)(=O)c2ccc(OC)c(OC)c2)CC1,-12%,-10%,-3%
CNC(=O)c1c(NC(=O)c2ccc(S(=O)(=O)N3CCCCC3)cc2)sc2c1CCC2,?,?,3%
COc1ccc(N2CC(NC(=O)COc3ccc4ccccc4c3)CC2=O)cc1OC (stereo not given),-23%,-27%,1%
COc1ccc(C(=O)N2CCCc3ccccc32)cc1OC,-22%,-6%,-9%
NC(=O)N/N=C(/CCCCCC/C(=N\NC(N)=O)c1ccccc1)c1ccccc1,?,?,-6%

SMILES,DT40 TDP1 no CPT,TDP1 cell CPT,KAT2A inh
COC(=O)c1sc2nc(-c3ccccc3)nc(N3CCN(C)CC3)c2c1C,26µM*,?,-9%
O=C(NCCCN1CCOCC1)c1ccc(Br)cc1,0%,-14%,0%
O=C(NCCO)c1ccc(-c2nnc(Nc3ccc(O)cc3)c3ccccc23)cc1,2%,2%,-10%
CCCCNC(=O)c1nc(-c2cccnc2OC)oc1-c1ccc(Cl)cc1,23µM*,16µM*,nt
COc1ccc(C(=O)NCc2nnc(SCC(=O)N3CCC(C)CC3)o2)cc1,-7%,-2%,0%
O=C(Nc1ccncc1)c1c(Cl)cccc1Cl,?,9.2µM*,-2%
CCc1ccc(/C=C2\SC(=S)N(CCCC(=O)Nc3ccc(C(=O)O)cc3)C2=O)cc1,-7%,-13%,?
COCCOC(=O)C1=C(C)N(c2ccccc2)C(=O)NC1c1cccc([N+](=O)[O-])c1 (stereo not given),?,?,-19%
CC(=O)N1CC2([N+](=O)[O-])CN(C(C)=O)CC([N+](=O)[O-])(C1)C2(C)C,-1%,-2%,2%
C[C@H]1COc2cccc(N3CCSCC3)c2S(=O)(=O)N1,-11%,1%,nt
Cc1ccc(-n2c(O)c(C=NCc3ccccn3)c3ccccc3c2=O)cc1C,26µM*,8.2µM*,-9%
CCOc1ccc2nc(NC(=O)CN3CCN(C)CC3)sc2c1,-25%,-1%,-5%
O=[N+]([O-])c1c(NCCCO)cc(Sc2ccc(Cl)cc2)c2nonc12,1.5µM*,1.3µM*,4%
Cc1cccc(CSc2nnc3[nH]c(=O)cc(-c4ccccc4)n23)c1,-12%,2%,-13%
COc1ccc(NC(=O)CN(C)C(=O)CNC(=O)c2sc3ccccc3c2Cl)cc1,-14%,-5%,-3%
Cc1cccc(-n2ccnc2SCC(=O)N2CCCc3ccccc32)c1C,21µM*,18µM*,0%
Cc1ccc(C(=O)NC(Cc2cccc(F)c2)C(=O)O)cc1 (stereo not given),-3%,7%,2%
Cc1[nH]c2ccc(C(=O)Nc3ccncc3)cc2c1C,12µM*,13µM*,-16%
NC(=O)CSc1nnc(NC(=O)c2cccc(S(=O)(=O)N3CCCCC3)c2)s1,4%,0%,-1%
O=C(CCC1CCN(Cc2nccs2)CC1)Nc1ccccc1,?,1%,nt

SMILES,DT40 TDP1 no CPT,TDP1 cell CPT,KAT2A inh
Cn1ncc(Cl)c1C(=O)N1CCN(c2ccc(F)cc2)CC1,1%,3%,-9%
Cc1nnc(SCCOC(N)=O)n1C,?,-8%,-6%
Cc1nc2c(C#N)c(-c3ccc(Cl)cc3)ccn2n1,12%,-30%,1%
CC(=C\c1ccccc1)/C=C1/SC(=O)N(CCCC(=O)Nc2ccc(C(=O)O)cc2)C1=O,?,-7%,2%
COc1ccc(CCNC(=O)C2CCN(C(=O)c3ccc(Br)cc3)CC2)cc1OC,?,3%,-7%
CCOC1=C2[C@@H](CN(S(=O)(=O)c3ccc(C)cc3)[C@H]2c2cccc3ccccc23)[C@H]2C(=O)N(CC)C(=O)[C@H]2C1,?,?,nt
O=C(Nc1nnc(Cc2ccc([N+](=O)[O-])cc2)s1)c1ccc2c(c1)OCO2,-17%,-3%,-8%
O=C(NCCc1ccccc1)c1ccc(NC2=NC3CS(=O)(=O)CC3S2)cc1 (stereo not given),-4%,8%,-1%
COc1cc(OC)cc(-c2nnc(SCC(=O)N3CCOCC3)o2)c1,-23%,-20%,-4%
CCOC(=O)C1(Cc2ccccc2)CCCN(S(=O)(=O)N(C)C)C1 (stereo not given),-24%,?,-1%
Cc1ccc(NC(=O)Nc2c[nH]c(=O)[nH]c2=O)c(Cl)c1,3%,-4%,-12%
c1ccc2c3n(nc2c1)CCCO3,-11%,14%,-16%
CCC(=O)N1CCNC(=O)C1CC(=O)Nc1ccc(C)c(Cl)c1 (stereo not given),1%,-7%,-1%
CC1CCC(NC(=O)c2ccc(N3CCCC3=O)cc2)CC1 (stereo not given),3%,-14%,-1%
COC(=O)Cn1cnc2c(cnn2-c2ccc(C)cc2)c1=O,11%,-12%,-17%
CNc1ncncc1-c1c(C)noc1C,25%,?,0%
COc1ccccc1NC(=O)CSCc1cc(=O)n2c(C)csc2n1,22%,-17%,-2%
Cc1cc(C)c(C#N)c(SCC(=O)NC2CC2)n1,0%,-13%,-5%
O=C(OCc1cc(=O)n2c(n1)sc1ccccc12)c1ccc(O)cc1O,?,?,-18%
O=C(CCCn1c(=O)c2cccn2c2cccnc21)Nc1ccccc1Br,?,-14%,-3%

Structure	DT40 TDP1 no CPT	TDP1 cell CPT	KAT2A inh
COC(=O)C1=C(C(=O)OC)[C@@H]2N(Cc3ccccc3)c3ccccc3[C@@]23C[C@@H](C(=O)OC)N=C3N1	2%	-1%	-14%
CCCN(CC)c1ncnc2[nH]ncc12	?	?	nt
C=CCN(C)NC(=S)Nc1ccccc1	-13%	9%	2%
Cc1cc(S(=O)(=O)Nc2cccc(O)c2)c(C)s1	-25%	-22%	-5%
CS(=O)(=O)Nc1cccc(-c2nc(Nc3ccccc3)c3ccccc3n2)c1	4.6µM*	9.2µM*	-16%
C=C(C)COc1ccc(-c2ncnc(C(F)(F)F)c2-c2ccccc2)c(O)c1	?	-22%	-8%
Cc1nc2ccccn2c1C(=O)N/N=C/c1ccc(F)cc1	-3%	0%	-7%
CCOC(=O)CC1ON(C)C(=O)N1c1ccc(Cl)cc1Cl (stereo not given)	0%	4%	nt
COc1ccc(F)cc1C(=O)C1CCCN(C(=O)CCN2CCCCO2)C1 (stereo not given)	-26%	-17%	1%
COc1ccc(F)cc1C(=O)C1CCCN(Cc2c[nH]c3ccccc23)C1 (stereo not given)	4.6µM*	4.1µM*	43%[activator]
COCCNc1nc(NCc2cc(-c3ccc(OC)cc3)no2)c2sccc2n1	18µM*	?	nt
CC(=O)N1N=C(c2ccc([N+](=O)[O-])cc2)CC1c1ccccc1Cl (stereo not given)	?	-19%	-10%

Limited to KAT2A inh and DT40 TDP1 no CPT, for some of the entries so far:
canonical_smiles,KAT2A inh,DT40 TDP1 no CPT
Cc1cc(S(=O)(=O)Nc2cccc(O)c2)c(C)s1,-5%,-25%
CS(=O)(=O)Nc1cccc(-c2nc(Nc3ccccc3)c3ccccc3n2)c1,-16%,4.6µM*
C=C(C)COc1ccc(-c2ncnc(C(F)(F)F)c2-c2ccccc2)c(O)c1,-8%,?
Cc1nc2ccccn2c1C(=O)N/N=C/c1ccc(F)cc1,-7%,-3%
CCOC(=O)CC1ON(C)C(=O)N1c1ccc(Cl)cc1Cl (stereo not given),nt,0%
COc1ccc(F)cc1C(=O)C1CCCN(C(=O)CCN2CCCCO2)C1 (stereo not given),1%,-26%

2 entries from above in another layout.
Each structure is followed by: DT40 TDP1 no CPT, TDP1 cell CPT, KAT2A inh
CS(=O)(=O)Nc1cccc(-c2nc(Nc3ccccc3)c3ccccc3n2)c1
→ 4.6µM*, 9.2µM*, -16%
C=C(C)COc1ccc(-c2ncnc(C(F)(F)F)c2-c2ccccc2)c(O)c1
→ ?, -22%, -8%

(continued)
Structure	DT40 TDP1 no CPT	TDP1 cell CPT	KAT2A inh
O=S(=O)(NCC(c1ccco1)N1CCN(c2ccc(F)cc2)CC1)c1ccc2c(c1)OCCO2 (stereo not given)	?	?	-11%
CCN(CC(=O)Nc1ccccc1C(F)(F)F)C(=O)C1CCC1	9%	-1%	-1%
CC(=O)c1ccc(N2CCN(C(=O)c3ccc(Cn4c(=S)[nH]c5ccc(N6CCOCC6)cc5c4=O)cc3)CC2)cc1	2.6µM*	3.3µM*	1%
O=C(Nc1nnc(SCc2ccc(Cl)cc2)s1)c1cnccn1	?	?	-1%
O=C(NCCC(c1ccccc1)c1ccco1)c1cccs1 (stereo not given)	?	?	-10%
CCOC(=O)C1=CCN(S(=O)(=O)c2ccccc2Cl)C1c1cccc(Cl)c1 (stereo not given)	?	?	nt
CN1CCCN(C(=O)CSc2ccccc2)CC1	3%	10%	-6%
CCCCOC(=O)/C(=C\c1ccc([N+](=O)[O-])o1)NC(=O)c1ccccc1	-18%	-1%	-2%
Cc1nc2ccccc2nc1OCC(=O)Nc1ccccc1	0%	-2%	-8%
NC(=O)NNC(=S)Nc1cccc2ccccc12	6%	-5%	1%
Cc1ccc(C(=O)N2CCCC2)cc1S(=O)(=O)Nc1cccc(C)c1C	?	-2%	-3%
Cc1nnc(SCC(=O)Nc2ccc3c(c2)OCCO3)n1N	-7%	-2%	0%

Structure	DT40 TDP1 no CPT	TDP1 cell CPT	KAT2A inh
CCSc1nnc(NC(=O)c2c(-c3ccccc3Cl)noc2C)s1	-19%	-11%	-6%
Cc1ccc(NC(=O)CN2C=NS(=O)(=O)c3ccccc32)cc1	-14%	-26%	-8%
CC(=O)c1cc2c(cc1NC(=O)CN1CCCCCCC1)OCO2	?	?	0%
O=C(OCCN1CCOCC1)c1ccc(Cl)cc1Cl	14%	0%	-8%
COC(=O)c1cc(S(=O)(=O)N2CCN(c3ccccc3OC)CC2)cn1C	?	5%	-5%
Cc1csc(=O)n1CCC(=O)OCC(=O)Nc1ncc(Cl)cc1Cl	-9%	-1%	2%
Cc1ccc(S(=O)(=O)N2CCN(CC(O)c3ccccc3)CC2)cc1 (stereo not given)	7%	7%	-4%
O=C(CN1C(=O)c2ccccc2C1=O)Nc1ccccc1C(=O)NC1CCCCC1	0%	-8%	-20%
Cc1oc2ccc(OCc3ccccc3Cl)cc2c1C(=O)O	13%	-2%	3%
O=C(CN(C(=O)c1csnn1)c1ccc(F)c(Cl)c1)NC1CCCCC1	-18%	-1%	-5%
O=C(NCCC1=CCCCC1)c1ccc(CN2CCOCC2)cc1	-17%	-1%	0%
O=C(c1ccco1)N1CCN(C2CN(CCc3ccccc3)S(=O)(=O)C2)CC1 (stereo not given)	?	-27%	nt

Structure	DT40 TDP1 no CPT	TDP1 cell CPT	KAT2A inh
C=C(C)CC1(NC(C)c2ccccc2)CCCCC1 (stereo not given)	?	23µM*	-6%
Cc1ccn(CCC(=O)NC2CC(C)(C)Cc3c2cnn3-c2ccccc2C)n1 (stereo not given)	?	?	1%
COCCn1c(C)cc(O)c(C(c2ccccc2)N2CCN(c3ccc(F)cc3)CC2)c1=O (stereo not given)	?	-9%	4%
O=C(NCCS(=O)(=O)NCc1ccc(Cl)cc1)c1ccccc1	-6%	-3%	-5%
O=c1[nH]c2ccc(NS(=O)(=O)c3ccc(F)cc3)cc2s1	?	0%	-9%

Screening results: PubChem, National Center for Advancing Translational Sciences (NCATS)
